CHO parental Ca – counter-screen: ATP calcium response change in parental CHO cells | inhibition, % at 5.6 µM | 330,000 compounds, 0.63% hits | parental CHO-K1, ATP-induced calcium, Fluo-8 fluorescence;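 active = inhibition above that plate's mean sample inhibition plus 3 SD, cut at about 26% in these data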;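 also: 0% = ATP-challenged DMSO wells and 100% = DMSO wells without ATP; some compounds past the cut are filed as inactive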
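Material: Parental CHO cells | Reagent: ATP | Compound dosing: Single nominal dose of 5.6 µM per compound | Detection: Intracellular calcium via Fluo-8 no-wash fluorescent dye | Read-out: % inhibition of ATP-induced calcium mobilization | Benchmarks: Low control ATP plus DMSO, high control DMSO only | Replicates: Singlicate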
CHRM1 antagonist – blocks human M1 muscarinic receptor. P11229. CHO-K1 hM1, Fluo-8 calcium fluorescence, ACh EC80 antagonist. inhibition, % at 3 µM. 360,000 compounds, 1.3% hits. AID 588852;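 active = percent inhibition above its own plate's cutoff, namely the mean of that plate's compound wells plus 3 SD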;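 also: peak over basal fluorescence ratio during 140 s after agonist addition; 0% = ACh EC80 plus DMSO and 100% = DMSO alone without agonist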
Target sequence (P11229 whole entry, looked up): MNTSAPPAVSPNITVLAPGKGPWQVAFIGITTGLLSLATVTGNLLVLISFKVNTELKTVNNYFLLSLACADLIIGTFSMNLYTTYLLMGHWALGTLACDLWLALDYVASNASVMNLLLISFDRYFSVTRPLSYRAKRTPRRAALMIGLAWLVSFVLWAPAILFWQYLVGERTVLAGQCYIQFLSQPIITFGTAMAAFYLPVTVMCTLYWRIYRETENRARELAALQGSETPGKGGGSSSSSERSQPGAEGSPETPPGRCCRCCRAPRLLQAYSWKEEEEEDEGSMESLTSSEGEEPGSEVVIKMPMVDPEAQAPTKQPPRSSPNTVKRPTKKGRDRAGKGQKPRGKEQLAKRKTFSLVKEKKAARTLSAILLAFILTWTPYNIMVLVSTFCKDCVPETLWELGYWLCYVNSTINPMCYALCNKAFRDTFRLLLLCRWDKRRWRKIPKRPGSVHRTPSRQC
TAAR1 antagonist – antagonists of human TAAR1 | Q96RJ0 | CHO RD-HGA16 TAAR1, Fluo-8 calcium fluorescence, antagonist | inhibition, % at 3 µM | 360,000 compounds, 1.5% hits;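 active = inhibition above a per-plate cutoff, the mean inhibition of test compounds on that plate plus 3 SD, cut at about 49% in these data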;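 also: 0% = DMSO plus EC80 beta-PEA response and 100% = DMSO alone without agonist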
Target sequence (Q96RJ0 whole entry, looked up): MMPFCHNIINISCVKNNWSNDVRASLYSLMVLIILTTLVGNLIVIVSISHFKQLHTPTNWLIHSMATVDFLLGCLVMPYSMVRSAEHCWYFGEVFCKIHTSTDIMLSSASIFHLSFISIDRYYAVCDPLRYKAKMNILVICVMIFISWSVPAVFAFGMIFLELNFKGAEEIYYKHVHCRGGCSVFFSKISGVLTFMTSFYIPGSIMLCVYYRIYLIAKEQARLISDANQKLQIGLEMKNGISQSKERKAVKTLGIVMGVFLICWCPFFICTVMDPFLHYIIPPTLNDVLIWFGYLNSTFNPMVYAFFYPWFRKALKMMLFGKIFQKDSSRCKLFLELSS
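Material: CHO RD-HGA16 cells bearing hTAAR1; compound dosing: one-point dosing, 3 µM nominal final; schedule: dye loading 75 min at 37 °C, then 30 min room temperature; measured by: calcium fluorescence with Fluo-8; control set: vehicle and agonist controls; replication: n of 1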
CHRM1 agonist – activates human CHRM1 receptor. P11229. CHO-K1 hM1, Fluo-8 calcium fluorescence, agonist mode; 0% DMSO, 100% acetylcholine EC100. activation, % at 3 µM. 360,000 compounds, 0.33% hits;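 active = activation above the run's mean compound activation plus 3 SD, cut at about 16% in these data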;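 also: peak over basal fluorescence ratio within a 140 s kinetic read after compound addition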
M1 PAM parental – counter-screen for M1 PAMs: effect in parental CHO-K1 cells. ATP EC20, Fluo-8 calcium fluorescence; 0% at ATP EC20, 100% at ATP max. activation, % at 3 µM. 360,000 compounds, 0.02% hits;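 active = activation above the run cutoff, the mean activation of all test compounds plus 3 SD, cut at about 40% in these data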;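 also: peak over basal fluorescence ratio in a 140 s read after ATP addition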
CHRM1 PAM – positive allosteric modulators of human M1 muscarinic receptor | 360,000 compounds, 0.088% hits | AID 588819 | activation, % at 3 µM | P11229 | CHO-K1 hM1, Fluo-8 calcium fluorescence, ACh EC20; 0% = ACh EC20, 100% = maximal ACh; in the data active = activation above about 19%, passing the limit was not always enough
CHO-K1 Ca antag – nonselective inhibitor or artifact in parental CHO-K1 cells; ATP-induced calcium, Fluo-8 fluorescence; inhibition, % at 3 µM; 360,000 compounds, 0.6% hits;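 active = inhibition above a per-plate cutoff, the plate's mean sample inhibition plus 3 SD, cut at about 24% in these data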;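 also: 0% = DMSO plus EC80 ATP and 100% = DMSO alone without ATP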
CHO-K1 Ca ag – M1 agonist counterscreen hit in parental CHO-K1 cells. Fluo-8 calcium fluorescence; scaled to maximal ATP response, vehicle zero. activation, % at 3 µM. 360,000 compounds, 0.48% hits; in the data active = activation above about 15%;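 also: untransfected CHO-K1 host cells lacking M1 receptor as counterscreen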
TAAR1 ag – human TAAR1 agonism; Q96RJ0; CHO RD-HGA16 TAAR1, Fluo-8 calcium fluorescence; vehicle wells 0%, saturating PEA agonist 100%; activation, % at 3 µM; 360,000 compounds, 0.99% hits;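 active = activation above the mean activation of all test compounds in the run plus 3 SD, cut at about 38% in these data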
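Test system: RD-HGA16 (CHO) cells co-expressing Gα16 and hTAAR1 | Doses: Single dose, 3 µM | Schedule: 17-24 h seeding, 75 min 37 °C dye, 30 min RT | Evaluation: % activation from peak over basal fluorescence ratio, DMSO-to-PEA scaled | Technique: Kinetic Fluo-8 calcium fluorescence | Benchmarks: Low control DMSO, high control PEA (EC100)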
* hit, by the source's call; . = no result given; & = joins results of further samples.

Preview, 2 compounds:
nr	Structure	CHRM1 PAM	CHRM1 antagonist	TAAR1 ag	CHO parental Ca	CHRM1 agonist	TAAR1 antagonist	CHO-K1 Ca ag	CHO-K1 Ca antag	M1 PAM parental
1	CC(/C=N/NC(=O)Cc1cccs1)=C\c1ccco1	-1	-1	9	3	-5	1	-0.3	3	-3
2	Clc1ccc2nc(COc3ccccc3)[nH]c2c1	18	-24	-1	-13	0	6	0.3	9	-20

All compounds of this part, from the first entry:
nr	Structure	CHRM1 PAM	CHRM1 antagonist	TAAR1 ag	CHO parental Ca	CHRM1 agonist	TAAR1 antagonist	CHO-K1 Ca ag	CHO-K1 Ca antag	M1 PAM parental
1	CC(/C=N/NC(=O)Cc1cccs1)=C\c1ccco1	-1	-1	9	3	-5	1	-0.3	3	-3
2	Clc1ccc2nc(COc3ccccc3)[nH]c2c1	18	-24	-1	-13	0	6	0.3	9	-20
3	O=S(=O)(CCN1CCCCC1)Oc1ccc(Cl)cc1Cl	3	-20	1	25	0	-14	4.3	-15	18
4	C=C1CCN([C@@H](CC(C)C)C(=O)N2CCCC2)S(=O)(=O)c2ccccc21	0	5	18	-4	-3	-1	-0.6	-10	2
5	Cc1cccc(C(OC(=O)c2ccco2)C(=O)NCc2ccccc2)n1 (stereo not drawn)	7	-8	6	-15	-5	-16	0.8	-21	23
6	COc1ccc(CCNC(=O)CCCCCN2C(=O)[C@@H]3Cc4ccccc4CN3C2=O)cc1OC	-2	-11	2	-20	-7	-7	8.4	-16	-5
7	COc1cc(OC)cc(C(=O)NCc2ccc3c(c2)cc(C)n3C)c1	-4	3	2	-15	-3	-1	1.1	-11	6
8	C/C=C(\C)C(=O)OC(C)(C)[C@H]1Cc2cc3ccc(=O)oc3cc2O1	2	-8	3	-13	-3	-12	-0.6	12	-22
9	CCc1ccc(C(O)c2ncc(-c3ccc(C(F)(F)F)cc3)[nH]2)cc1 (stereo not drawn)	2	-4	1	.	-1	-30	-0.6	5	4
10	COc1ccc(OC)c(Cc2nnc(CCC(=O)NC(C3CC3)C3CC3)o2)c1	3	-5	1	-8	-4	-7	0.0	5	14
11	O=C(CSCc1ccc(Br)cc1)N=Nc1c(O)[nH]c2ccccc12	14	-8	-2	-3	-7	-18	-0.1	-4	22
12	COc1ccc2cc(C(c3nnnn3CCc3ccccc3)N3CCCC(C)C3)c(=O)[nH]c2c1 (stereo not drawn)	-4	-19	54*	-3	-3	30	1.6	-22	8
13	CCN(C(=O)COC(=O)c1ccc(C)c(S(=O)(=O)N2CCOCC2)c1)C1CCS(=O)(=O)C1 (stereo not drawn)	4	-6	4	-17	-4	-21	0.1	-3	6
14	Cc1cc(C)c([N+](=O)[O-])cc1NC(=O)CCS(=O)(=O)c1ccccc1	12	-14	0	-12	-3	2	0.7	-11	8
15	O=C(NCCc1ccccc1)c1c(F)cccc1F	12	1	10	-11	-9	7	1.3	0	5
16	N#Cc1ccc(COC(=O)CSc2nnc(C3CCCCC3)n2N)cc1	-3	6	10	6	-4	-5	-0.1	-10	18
17	O=C(CCCn1cc([N+](=O)[O-])cn1)NC1CCCCCC1	6	-10	0	0	-6	-5	0.0	-8	9
18	Fc1ccccc1NC(=S)NCc1ccc2c(c1)OCO2	-3	2	2	-8	-3	-15	0.2	9	-2
19	OC(CCN1CCCCC1)(c1ccccc1)c1ccccc1	-27	99*	1	-12	-7	-13	0.3	0	-6
20	CCNC(=S)N(CCc1c(C)[nH]c2ccccc12)Cc1cccnc1	-11	16	1	-8	-6	17	5.0	-7	-7
21	CN1C2CCC1CC(NC(=O)c1ccc([N+](=O)[O-])cc1)C2 (stereo not drawn)	7	-6	0	-2	-9	1	0.1	-18	12
22	Cc1onc(C(=O)Nc2c(C)n(C)n(-c3ccccc3)c2=O)c1[N+](=O)[O-]	7	-2	1	-5	-2	-17	0.4	-1	-6
23	COc1cc(CNC(=O)c2cc(-c3ccc(F)cc3OC)n[nH]2)cc(OC)c1	1	-8	1	.	-4	-12	1.9	-3	26
24	Cc1ccc(O)c(C(=O)c2cnc3c(c2)c(C)nn3C)c1	2	1	0	-3	-1	-2	1.7	-7	-12
25	CCN1CCN(CCNC(=O)c2ccc3c(c2)N(Cc2ccc(F)cc2)C(=O)c2ccccc2S3=O)CC1 (stereo not drawn)	-5	-1	0	-18	-6	-6	-0.4	-11	-8
26	NC(=O)CC(NC(=O)c1ccccc1)c1ccc(NCc2ccc(F)cc2)c([N+](=O)[O-])c1 (stereo not drawn)	12	-1	4	-8	3	12	0.1	-12	-10
27	COCCN(CCOC)C(=O)c1cc2sc3ccccc3c2s1	7	-48	7	-10	-4	4	2.4	-19	19
28	O=C1/C(=C/c2cccs2)SC(=S)N1N1CCOCC1	3	-7	0	-6	1	10	0.6	-17	8
29	COc1ccc(CCC(=O)Nc2cc3c4c(c2)CCC(=O)N4CCC3)cc1	5	-5	1	-6	-2	-37	0.8	-12	5
30	Cc1ccc(NC(=O)C2(C)CCCN(C(C)C)C2)cc1C (stereo not drawn)	6	-2	1	.	-4	10	0.5	6	-7
31	CCOC(=O)N(C)C[C@H]1OCc2cnnn2CCCC(=O)N([C@H](C)CO)C[C@H]1C	4	-9	0	.	-1	-10	0.3	-8	1
32	CCC(C)Sc1ccc(-c2nc3cnccn3c2NC2CCCCC2)cc1 (stereo not drawn)	1	-5	8&-2	-30	-9	20&0	-0.3&0.2	-25&-14	15&-5
33	CC1(C)C(=O)NCCN1C(=O)CSc1nccc(-c2ccc(Br)cc2)n1	3	-2	-1	-17	-1	4	1.7	-8	5
34	Cc1cccc(OCCn2cc(/C=N/NC(=O)c3ccncc3)c3ccccc32)c1	-2	8	5	-20	-4	20	4.0	11	23
35	CC1(C(=O)Nc2cccnc2)Cc2c(-c3ccc4c(c3)OCO4)ccnc2O1 (stereo not drawn)	9	-15	0	.	-1	-2	1.1	-11	18
36	CCCCNC(=S)NNC(=O)c1csc2ccccc12	5	-4	.	-15	-3	.	0.7	-5	7
37	O=C(Nc1cccc(S(=O)(=O)N2CCOCC2)c1)C1CC(=O)N(c2ccc3c(c2)OCCO3)C1 (stereo not drawn)	10	-5	0	-21	-5	-2	0.1	-5	4
38	COc1ccc(N2CCN(S(=O)(=O)c3c(C)[nH]c(C)c3C(=O)N3CCCC3)CC2)cc1	12	-12	0	-7	-2	-2	0.0	-5	19
39	O=C(c1ccco1)N1CCN(C(=O)c2ccc(-c3ccc(Cl)cc3)o2)CC1	7	-5	1	-30	11	-3	1.1	5	7
40	COc1ccccc1NC(=O)CN(Cc1ccco1)C(=O)c1cc2ccccc2o1	-2	9	.	-24	-3	.	6.5	-16	33
41	COc1ccc(CN2C(=O)C(CC(C)C)Nc3ncnc(N4CCN(c5ccccn5)CC4)c32)cc1 (stereo not drawn)	-6	-8	4	6	-9	9	-0.3	-12	13
42	COc1ccc2c(C(=O)CN3CCC(C)CC3)c[nH]c2c1	10	-17	11	-4	-4	-3	0.5	-11	20
43	COCCNC(=O)C1CC2Cn3c(nc4cc5ccccc5cc43)C2N1C (stereo not drawn)	7	-8	3	-6	-5	9	0.7	-16	21
44	O=C(CSc1nnc(CNC(=O)c2cccs2)o1)NCc1ccc(F)cc1	8	-15	11	-7	0	9	0.2	2	14
45	O=C(CC1Sc2ccccc2NC1=O)OC(C(=O)NCCc1ccccc1)c1cccnc1 (stereo not drawn)	-1	7	23	-9	-1	53*	4.0	3	4
46	Cc1ccc(NC(=O)Nc2nnc(-c3ccccc3)o2)cc1	9	-9	5	-7	-6	4	3.5	1	22
47	CCCCn1nnnc1C1(C)CCC(=O)N1Cc1ccc(OC)cc1 (stereo not drawn)	.	.	3	.	.	3	0.6	-1	-8
48	C=CCON/C(CCC)=C1\C(=O)C(C(=O)OC)C(C)(C)CC1=NC (stereo not drawn)	-1	-8	2	-12	-7	-14	0.0	10	-1
49	CCCCCCCCCCCCCCCCCCNc1ccn(C2OC(COP(=O)(O)OCC3OC(n4cc(F)c(=O)[nH]c4=O)CC3O)C(O)C2O)c(=O)n1 (stereo not drawn)	-2	-2	2	.	0	44	-0.3	-3	-10
50	COCCNC(=O)CCc1c(C)nc2c(c(C)nn2-c2ccc(C)cc2)c1C	17	-15	-1	-6	3	-7	1.6	-13	22
51	CCCCNC(=O)CCc1nc2cccnc2n1Cc1ccccc1	10	-21	0	-16	-2	-2	1.3	-12	8
52	COc1cccc(NC(=O)c2cccnn2)c1	6	-13	1	2	-4	-8	0.5	-11	14
53	COc1ccc(Cl)cc1NC(=O)Nn1cnnc1	12	-9	3	-2	-4	-1	0.5	-4	18
54	CCCCCC(=O)Nc1ncc2c(n1)CC(c1cccs1)CC2=O (stereo not drawn)	10	-12	6	-16	-6	-30	-0.4	-3	6
55	Cc1[nH]c(=O)[nH]c1C(=O)CCCCC(=O)OCC(=O)Nc1ccccn1	0	3	1	-3	-3	-14	0.6	-7	17
56	Cc1ccc(S(=O)(=O)NCCC(=O)N2CCN(c3cccc(Cl)c3)CC2)cc1C	6	-11	5	-16	-1	-17	6.1	-7	4
57	O=C(NCCN1CCOCC1)C1CCN(c2nc3ccccc3o2)CC1	-17	26	.	3	-7	.	-0.3	-2	9
58	CC1=C(C(=O)N(C)C)CC(CC(=O)NC(c2ccccc2)c2ccccc2)C(=O)N1CCCN1CCCC1=O (stereo not drawn)	15	-14	0	.	2	-8	0.3	-9	9
59	CC(NC(=O)COc1cccnc1[N+](=O)[O-])c1ccc(Cl)cc1 (stereo not drawn)	-27	19	4	0	-11	-2	2.4	-8	0
60	O=C(Nc1ccccc1N1CCCC1)c1cccc(F)c1	-5	1	4	-17	-8	-8	0.0	-8	12

(list continues)
nr	Structure	CHRM1 PAM	CHRM1 antagonist	TAAR1 ag	CHO parental Ca	CHRM1 agonist	TAAR1 antagonist	CHO-K1 Ca ag	CHO-K1 Ca antag	M1 PAM parental
61	Cn1c(N)c(C(=O)COC(=O)c2cccc(S(=O)(=O)N3CCOCC3)c2)c(=O)n(C)c1=O	5	-3	2	-6	-4	3	-0.4	4	-18
62	CC1(C)CC(=O)C2=C(C1)Nc1ncnn1C2c1ccccn1 (stereo not drawn)	6	-24	7	-2	-4	-6	0.9	-18	23
63	O=C(c1ccc(Cl)c(S(=O)(=O)N2CCCCCC2)c1)N1CCN(c2ccccc2O)CC1	6	-7	8	-18	-2	28	5.4	-10	13
64	CC(C)C(=O)Nc1cccc(C(=O)NCc2ccc(S(N)(=O)=O)cc2)c1	7	-5	1	-7	-4	1	-0.1	4	2
65	O=C(O)C1CCN(C(=O)OCc2ccccc2)CC1	6	-9	.	-10	-3	.	0.1	-18	22
66	COc1cccc(NC(=O)CN(C)CC(=O)c2c(N)n(Cc3ccccc3)c(=O)n(C)c2=O)c1	-2	3	0	-15	-2	2	0.1	-3	0
67	Fc1ccccc1Cc1noc(CN2CCC(OCc3cccnc3)CC2)n1	8	-4	4	-2	-10	12	1.3	-10	7

Screens from PubChem.
